bCat nuc transl – alters nuclear translocation of beta-catenin in HeLa cells; immunofluorescence imaging; nuclear translocation activity, % at 5 µM; hit rate 0.3% among 190,000; AID 1665;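 active = nuclear translocation activity above 50% at 5 µM, with a well cell count of 50 or more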;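 also: per-cell ratio of nuclear to cytoplasmic median beta-catenin stain intensity; plate controls were DMSO negative control for no effect and GSK-3 inhibitor IX positive control for full effect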
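assay system = human HeLa cells, endogenous beta-catenin | times = compound treatment 24 h, 37°C, 5% CO2 | detection = Anti-beta-catenin immunofluorescence on PFA-fixed, Triton-permeabilized cells, DAPI nuclei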
Insulin prom up – MIN6 insulin promoter up-regulation. MIN6 insulin promoter-GFP reporter, high-content imaging; active compounds read high. z-score at 5 µM. hit rate 0.3% among 190,000;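 active = z-score above 3 at 5 µM with at least 500 cells counted in the well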
M17LAP inhibition – P. falciparum M17LAP inhibitors, primary screen, biochemical, fluorogenic H-Leu-NHMec substrate, 1536-well (AID 1619); recombinant M17LAP, H-Leu-NHMec fluorogenic kinetic assay; higher % means a stronger effect; inhibition, % at 30 µM, or IC50 in µM where a hit was titrated; hit rate 0.38% among 220,000;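 active = compound inhibiting the enzyme by more than half at any dose during confirmatory dose-response retesting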;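 also: plate controls were full reaction with DMSO carrier for no effect and no enzyme background for full effect; strong numbers were not always called active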
Autophagy mod – alters autophagy in cells; MEF GFP-LC3 puncta imaging; test concentration mostly 10 µM; calls only at 10 µM (by protocol); hit rate 0.98% among 190,000;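 active = percentage of spot-positive cells more than 3 SD above its plate mean, without a fluorescence outlier flag or 80% toxicity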;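 also: spot-positive cell cutoff set from DMSO-treated cells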
Dynein cargo inh – dynein cargo transport inhibition. hit rate 0.47% among 220,000. z-score, hits read low. 3617.4 mouse cells, GR-EGFP nuclear translocation imaging; test concentration mostly 20 µM; stimulated with dexamethasone, 1 µM; active compounds read low. AID 1381;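 active = plate z-score of nuclear minus cytoplasmic receptor signal below a set negative limit, without overly bright fluorescence or cell loss, cut at about -3.5 in these data, passing the limit was not always enough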;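 also: z-score of nuclear minus cytoplasmic ring GR-EGFP intensity difference per well; some compounds called inactive have numbers as strong as hits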
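Buffer or medium: Induction medium lacking tetracycline, stripped serum | Also added: Dexamethasone agonist, 1.0 µM final, for 30 min | Timing: 48 h induction, 1 h compound, 30 min dex at 37 °C | Detection: Formaldehyde fixation, Hoechst nuclear stain, 10x automated fluorescence imaging | Measure: Nuclear versus cytoplasmic GR-EGFP signal, averaged per well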
P. falciparum M1AAP – P. falciparum M1AAP inhibitors, biochemical, fluorogenic H-Leu-NHMec substrate, 1536-well (AID 1445); recombinant M1AAP, H-Leu-NHMec fluorogenic kinetic assay; higher % means a stronger effect; inhibition, % at 30 µM, or IC50 in µM where a hit was titrated; hit rate 0.42% among 220,000;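 active = primary inhibition above the hit cutoff, then over 50% inhibition at one or more dose response concentrations, cut at about 23% in these data, passing the limit was not always enough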;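 also: plate controls were DMSO full reaction for no effect and no enzyme background for full effect; strong numbers were not always called active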
MT stabilizer – microtubule stabilization, imaging screen; HeLa tubulin immunostaining HCS, 24 h; share of cells brighter than vehicle mean+2SD; % tubulin-high responders, % at 10 µM; hit rate 0.83% among 200,000;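 active = plate Z-score above 3 for both tubulin-high and condensed-nucleus cell shares, with cell loss under 80%, at 10 µM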;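 also: anti alpha tubulin signal scored within the nucleus-defined area of each cell; some results filed as inactive read as strong as hits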
CSM14.1 death rescue – rescue of cells from ER stress-induced death, primary screen, 384-well, CSM14.1, thapsigargin, ATP luminescence (AID 1222); one-dose cellular ATP content (survival), % at 20 µM; EC50 in µM for titrated hits; 190,000 tested, under 10 active; CSM14.1 thapsigargin-induced death rescue, ATP luminescence; higher % means a stronger effect;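 active = EC50 below 50 µM in the dose-response confirmation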;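 also: death triggered by thapsigargin at about 15 µM added after 2 h compound pretreatment; cell ATP read after overnight thapsigargin exposure of roughly 18 to 22 hours; normalized against plate controls of thapsigargin alone and 5% DMSO vehicle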
K1F lysis inhibition – protection from phage-mediated lysis, alamar blue read-out – E. coli UTI89, K1F phage, bacterial capsule biogenesis inhibitors (AID 488966) | hit rate 0.02% among 340,000 | E. coli UTI89 K1F phage lysis, alamar blue, 2 h; higher % means a stronger effect | inhibition, % at 100 µM; hits with a dose series show IC50 in µM;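 active = phage lysis inhibition, versus mean bacterial control, above a set limit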;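 also: capsule biogenesis inhibitors block K1F phage lysis so surviving cells raise fluorescence; higher fluorescence means more inhibition of phage lysis; actives were called in the ten point dose series up to 300 µM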
Dynein cargo inh cytoplasmic EGFP – further read-out of Dynein cargo inh, marked with its call; z-score; measured here: cytoplasmic GR-EGFP intensity; active compounds read high
Dynein cargo inh nuclear GR-EGFP – second read-out of Dynein cargo inh, no call of its own (marks repeat the call); z-score; measured here: nuclear GR-EGFP intensity;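 lower value marks the stronger effect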
Dynein cargo inh cell count – second read-out of Dynein cargo inh, no call of its own (marks repeat the call); z-score; measured here: cell count per field
Insulin prom up cell count – second read-out of Insulin prom up, no call of its own (marks repeat the call); cell count; measured here: cytotoxicity, nuclei count;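 total cells summed across four imaged fields per well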
bCat nuc transl cell count 5 µM – second read-out of bCat nuc transl, no call of its own (marks repeat the call); cell count; measured here: cell count, cytotoxicity flag
MT stabilizer Hoechst-high % – recorded beside MT stabilizer, whose call it bears; % Hoechst-high responders; measured here: nuclear condensation Hoechst responders;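 share of cells brighter than vehicle mean plus two SD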
MT stabilizer cytotoxicity % – second read-out of MT stabilizer, no call of its own (marks repeat the call); toxicity, %; measured here: cytotoxicity by cell density;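 0% = mean cell density of plate MIN control wells and 100% = no cells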
Autophagy mod cell loss 18 h – second read-out of Autophagy mod, no call of its own (marks repeat the call); toxicity, %; measured here: cell loss, nuclei count;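 cell loss after 18 h compound exposure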
* marks the source's active call; other numbers are inactive results; i = inactive; / = no result given; [ ] = another dose, or the depositor's remark. This is a random part of the collection; 2.9% or so of the library scored in one or more.

The opening three compounds as a preview:
No.	molecule	Insulin prom up	K1F lysis inhibition	Autophagy mod	P. falciparum M1AAP	M17LAP inhibition	Dynein cargo inh cell count	Insulin prom up cell count	bCat nuc transl	CSM14.1 death rescue	bCat nuc transl cell count 5 µM	MT stabilizer cytotoxicity %	MT stabilizer	Autophagy mod cell loss 18 h	Dynein cargo inh	MT stabilizer Hoechst-high %	Dynein cargo inh cytoplasmic EGFP	Dynein cargo inh nuclear GR-EGFP
1	COc1ccc(Cl)c(Cn2c(NCCCO)nc3c2c(=O)n(C)c(=O)n3C)c1	-0.04	0.9%	i	9.0%	1.5%	0.502	1181	-2.5	-1.2%	842	12.8	3.1	6.8	-0.621	2.0	-0.39	-0.00902
2	Cc1ccc(C)c(S(=O)(=O)NCCCn2ccnc2)c1	0.64	1.1%[50 µM]	i	2.0%	6.7%	0.116	1387	/	0.3%	/	1.6	3.7	-5.4	0.39	2.5	-0.239	0.275
3	O=C(NCCN1CCCC1)c1ccc(Cn2c(=S)[nH]c3ccc(Br)cc3c2=O)cc1	0.21	0.5%	i	6.4%	0.7%	0.733	1163	0.2	-0.3%	1145	10.6	1.6	15.6	-0.364	1.9	-0.246	-0.519

The listing, from the first entry:
No.	molecule	Insulin prom up	K1F lysis inhibition	Autophagy mod	P. falciparum M1AAP	M17LAP inhibition	Dynein cargo inh cell count	Insulin prom up cell count	bCat nuc transl	CSM14.1 death rescue	bCat nuc transl cell count 5 µM	MT stabilizer cytotoxicity %	MT stabilizer	Autophagy mod cell loss 18 h	Dynein cargo inh	MT stabilizer Hoechst-high %	Dynein cargo inh cytoplasmic EGFP	Dynein cargo inh nuclear GR-EGFP
1	COc1ccc(Cl)c(Cn2c(NCCCO)nc3c2c(=O)n(C)c(=O)n3C)c1	-0.04	0.9%	i	9.0%	1.5%	0.502	1181	-2.5	-1.2%	842	12.8	3.1	6.8	-0.621	2.0	-0.39	-0.00902
2	Cc1ccc(C)c(S(=O)(=O)NCCCn2ccnc2)c1	0.64	1.1%[50 µM]	i	2.0%	6.7%	0.116	1387	/	0.3%	/	1.6	3.7	-5.4	0.39	2.5	-0.239	0.275
3	O=C(NCCN1CCCC1)c1ccc(Cn2c(=S)[nH]c3ccc(Br)cc3c2=O)cc1	0.21	0.5%	i	6.4%	0.7%	0.733	1163	0.2	-0.3%	1145	10.6	1.6	15.6	-0.364	1.9	-0.246	-0.519
4	COc1cc(OC)cc(C(=O)O/N=C(\N)c2ccccn2)c1	-0.37	/	/	3.6%	2.5%	0.506	1052	-0.2	/	1308	/	/	/	-0.682	/	-0.27	-0.39
5	CCn1c2ccccc2c2cc(NC(=O)CNC)ccc21	0.85	0.7%	/	3.7%	5.3%	1.11	1411	3.4	/	1059	/	/	/	-0.423	/	-0.192	-0.283
6	COc1ccc(N2C(=O)CC(N3CCC(O)(c4cccc(C(F)(F)F)c4)CC3)C2=O)cc1 (stereo unspecified)	-0.03	5.0%	i	-1.8%	0.9%	-0.415	1232	-2.9	-1.5%	1013	8.1	2.6	71.7	0.123	2.2	-0.189	0.286
7	O=C(Nc1ccccc1C(F)(F)F)c1cc(-c2cccc(O)c2)on1	-1.15	2.8%	i	2.3%	4.8%	-0.103	1345	2.6	-1.4%	1351	1.2	4.1	21.0	3.16	1.8	1.01	1.05
8	Cc1ccc(S(=O)(=O)NCCC(=O)NCCN2CCCCCC2)cc1	1.52	0.2%	i	-2.7%	-2.5%	-0.222	1258	/	-1.0%	/	9.9	2.6	11.0	-0.351	2.0	-0.176	0.212
9	O=S1(=O)N=C(N2CCCc3ccccc32)c2ccccc21	-0.09	0.0%	i	5.2%	7.6%	0.132	1344	-3.0	0.8%	1363	8.5	3.0	10.5	-0.292	2.7	-0.141	-0.0719
10	Cn1c(=O)c2[nH]c(N3CCN(c4ccccc4)CC3)nc2n(C)c1=O	-1.08	0.4%	i	-0.8%	-7.3%	0.325	1550	2.2	1.7%	942	2.7	2.9	23.5	0.0337	2.5	-0.202	0.24
11	CC1(C)CC(=O)C=C(NCCN2CCN(C(=O)Nc3ccccc3)CC2)C1	-0.44	0.1%	i	2.0%	5.2%	0.887	1226	/	-1.1%	/	5.0	2.0	-8.0	-0.422	1.8	-0.206	-0.194
12	CCOc1ccc(NS(=O)(=O)c2ccc(N)cc2)cc1	-0.07	0.2%	i	-4.7%	0.3%	-0.242	876	-1.2	-0.4%	1238	5.6	3.4	5.5	0.132	2.5	-0.264	0.00515
13	CCCCCc1c(C)nc(N2CCOCC2)[nH]c1=O	-0.37	-2.4%	i	7.0%	-11.3%	1.01	1814	-1.5	-2.0%	1126	6.1	4.7	25.2	-0.848	2.1	-0.208	-0.203
14	Cc1ccccc1OCC(=O)Nc1ccc(Cc2ccncc2)cc1	/	0.0%	i	6.8%	10.5%	0.611	/	-0.6	-1.8%	1239	2.5	4.1	14.7	-0.357	3.1	-0.15	-0.239
15	Cc1cc(-c2nnc(SCC(=O)Nc3nc(-c4ccccc4)cs3)o2)no1	-0.65	0.2%	/	17.1%	1.1%	-0.284	1124	0.0	/	1331	/	/	/	0.109	/	-0.204	0.869
16	Cc1cc(C(=O)Cn2nc(C(=O)O)c3ccccc3c2=O)c(C)n1CCc1ccc(F)cc1	0	-0.3%[50 µM]	/	0.1%	-4.2%	0.0482	1474	-3.3	/	1256	/	/	/	0.557	/	-0.265	0.216
17	C=CCN(C(=O)c1csnn1)C(C(=O)NC(C)(C)C)c1ccncc1 (stereo unspecified)	-0.13	0.0%	i	0.2%	-5.2%	0.506	1455	-0.9	2.9%	1513	5.2	3.6	-10.2	-0.864	1.8	0.437	-0.255
18	CN1C(C(=O)NCc2cccc(Br)c2)CC2Cn3c(nc4cc5ccccc5cc43)C21 (stereo unspecified)	-0.61	4.3%	/	8.0%	5.1%	-0.473	997	0.3	/	1326	/	/	/	-0.112	/	-0.731	0.000199
19	CCCCCNC(=O)c1ccc2c(=O)n(CCOC)c(=O)[nH]c2c1	-0.61	0.6%	i	10.3%	-8.7%	0.217	630	/	-0.4%	/	6.3	1.8	28.6	0.709	1.0	-0.358	0.533
20	CN(C)c1ccc(N2C(=O)CC(Sc3ccccc3C(=O)O)C2=O)cc1 (stereo unspecified)	/	0.4%	i	3.1%	13.0%	0.763	/	-0.1	-2.5%	946	5.3	2.2	2.5	-0.494	3.3	-0.331	-0.677
21	COc1ccc(C(=O)N2CCN=C2c2ccccc2)cc1OC	-0.18	2.8%	i	2.6%	5.7%	0.437	1453	-5.5	2.4%	1053	5.6	4.3	-14.6	-0.302	2.4	-0.196	0.0443
22	C/C=C(\C)C(=O)NCCN1C2=NC[C@H](Cc3ccc(O)cc3)N2C[C@@H]1Cc1ccc(OC)cc1	0.19	-0.2%	i	-3.1%	-2.5%	-1.26	1260	-3.7	-1.9%	1169	5.0	3.1	5.3	0.26	1.3	-0.222	0.566
23	COc1ccccc1NC(=O)COC(=O)C12CC3CC(CC(Cl)(C3)C1)C2	0.71	0.3%	i	2.6%	2.1%	-0.948	1802	-2.8	-0.6%	1070	12.6	2.2	-29.0	2.55	1.9	-0.221	1.27
24	COc1ccc(SCC(=O)c2cc(C)c(OC(=S)N(C)C)c(C)c2)cc1	-0.48	2.6%	i	8.2%	-2.1%	0.333	943	-2.4	-1.5%	1167	6.2	1.8	1.3	0.0894	0.9	-0.26	-0.0578
25	Cc1cc2c(=O)n(Cc3ccco3)c(SCC(=O)NCc3ccco3)nc2s1	-0.05	0.0%	i	13.8%	10.3%	0.127	1801	-0.4	0.0%	1087	2.1	1.7	-3.5	-0.144	0.6	1.62	0.346
26	COc1ccc(C2CC(C(F)(F)F)n3nc(C(=O)NCc4cn(C)nc4C)c(Cl)c3N2)cc1 (stereo unspecified)	-9.71	2.2%	i	-0.2%	11.1%	-0.305	588	-7.1	-0.5%	1255	7.9	2.1	7.2	-0.375	1.6	-0.161	-0.277
27	CCOC(=O)CNC(=O)C1Cc2ccccc2CN1S(=O)(=O)c1cccs1 (stereo unspecified)	0.81	0.3%	i	0.1%	-5.5%	0.661	1265	-1.9	-1.3%	1133	2.9	2.7	8.4	0.384	1.6	-0.326	0.194

An excerpt of these results, with two lines to a compound:
The line under a structure holds: Insulin prom up | K1F lysis inhibition | Autophagy mod | P. falciparum M1AAP | M17LAP inhibition | Dynein cargo inh cell count | Insulin prom up cell count | bCat nuc transl | CSM14.1 death rescue | bCat nuc transl cell count 5 µM | MT stabilizer cytotoxicity % | MT stabilizer | Autophagy mod cell loss 18 h | Dynein cargo inh | MT stabilizer Hoechst-high % | Dynein cargo inh cytoplasmic EGFP | Dynein cargo inh nuclear GR-EGFP
[21] COc1ccc(C(=O)N2CCN=C2c2ccccc2)cc1OC
→ -0.18 | 2.8% | i | 2.6% | 5.7% | 0.437 | 1453 | -5.5 | 2.4% | 1053 | 5.6 | 4.3 | -14.6 | -0.302 | 2.4 | -0.196 | 0.0443
[2] Cc1ccc(C)c(S(=O)(=O)NCCCn2ccnc2)c1
→ 0.64 | 1.1%[50 µM] | i | 2.0% | 6.7% | 0.116 | 1387 | / | 0.3% | / | 1.6 | 3.7 | -5.4 | 0.39 | 2.5 | -0.239 | 0.275

Source: PubChem (several laboratories)
